Compound activity deposited in PubChem by National Center for Advancing Translational Sciences (NCATS).
aGlu spleen mod – qHTS Assay for Inhibitors and Activators of Human alpha-Glucosidase From Spleen Homogenate | Potency, µM (series often up to 79.9 µM), for inactives: at the top dose activity change, negative = inhibition, actives largely listed as inhibitors | 0.006% of 240,000 active | human spleen homogenate, 4-MU-alpha-glucoside fluorescence | Lysosomal alpha-glucosidase (Homo sapiens), P10253 | AID 2112, 2009;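 further: 0% = enzyme with vehicle and -100% = no enzyme basal signal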
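Compounds were titrated against alpha-glucosidase in spleen homogenate at pH 5.0, with 1 mM 4-methylumbelliferyl substrate for 40 min at 37 C. Reactions were quenched with pH 10 NaOH/glycine and fluorescence measured.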
GAA glycogen – qHTS Assay for Inhibitors and Activators of Human alpha-Glucosidase Cleavage of Glycogen; Potency, µM (series often up to 76.4 µM), without a hit: top-dose activity change, negative = inhibition, most hits filed as inhibitors; recombinant GAA, glycogen substrate, Amplex Red glucose oxidase fluorescence; 0.38% of 300,000 active; AID 2100, 2009;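 further: 0% = full enzyme reaction and -100% = no-enzyme basal signal; the screen sought inhibitors and activators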
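Natural-substrate format: glycogen cleavage by 4 nM human enzyme, glucose read by Amplex Red coupling (Ex 573, Em 610 nm). Normalized to enzyme and no-enzyme controls.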
HttQ103 aggreg – qHTS Multiplex Assay to Identify Dual Action Probes in a Cell Model of Huntington: Aggregate Formation (GFP) | PC12 HttQ103-GFP aggregates, Acumen cytometry, 40 h | Potency, µM (titrated, usually from 46.1 µM), inactives show at the top dose activity change, negative = inhibition, actives largely listed as inhibitors | 1.1% of 220,000 active; further: on the % scale 0 is the no-effect control and ±100 the full control effect; nearly all actives have a fitted effect of over 60% in size
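Aggregates are detected as GFP objects 1–25 µm with signal 6 STDEV over background in lysates of induced PC12 cells. These carry Huntingtin exon 1 with 103 glutamines fused to GFP under an ecdysone promoter; compounds titrated.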
RGS12 GoLoco inh – qHTS Assay for Inhibitors of RGS12 GoLoco Motif Activity (Red Fluorophore); Gai1:RGS12 GoLoco peptide FP, rhodamine, 10 min; Potency, µM (doses to about 61.6 µM), for inactives: at the highest dose activity, negative = inhibition, actives largely listed as inhibitors; 0.44% of 230,000 active; AID 880, 2007; active means well fitted inhibition curve with a large enough effect, not every such curve was filed as active; inactive means no such curve, though single readings can be large or run the other way; further: on the % scale 0 is the no-effect control and ±100 the full control effect; nearly all actives have a fitted effect of over 30% in size; many of its hits are not listed in these tables
Target sequence (P63096 whole entry, looked up): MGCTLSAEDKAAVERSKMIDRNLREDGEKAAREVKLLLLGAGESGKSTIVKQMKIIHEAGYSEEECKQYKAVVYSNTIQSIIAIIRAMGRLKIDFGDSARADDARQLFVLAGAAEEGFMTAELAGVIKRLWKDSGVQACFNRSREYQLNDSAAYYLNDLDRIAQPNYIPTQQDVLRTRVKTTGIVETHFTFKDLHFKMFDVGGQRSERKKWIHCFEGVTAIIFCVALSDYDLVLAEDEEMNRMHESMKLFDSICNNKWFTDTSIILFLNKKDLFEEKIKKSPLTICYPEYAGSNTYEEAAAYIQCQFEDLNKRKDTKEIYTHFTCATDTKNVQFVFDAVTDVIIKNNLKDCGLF
GAA inhib – qHTS Assay for Inhibitors of Human alpha-Glucosidase as a Potential Chaperone Treatment of Pompe Disease; Lysosomal alpha-glucosidase (Homo sapiens), P10253; purified human GAA, 4-MU-alpha-glucoside fluorescence; Potency, µM (doses to about 76.9 µM), for the others: at the highest dose activity change, negative = inhibition, usual class: inhibitors; 0.005% of 200,000 active; AID 1466, 2008;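 further: plate controls were uninhibited enzyme wells for no effect and no-enzyme background for full effect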
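AC50 values come from Hill fits of compound titrations (up to 77 uM) against 4 nM human enzyme. Substrate 4-methylumbelliferyl-alpha-D-pyranoside at 400 uM, pH 5.0 citrate buffer, 20 min room temperature; fluorescence Ex 365/Em 440 after alkaline stop.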
IMPase Li cell – qHTS Assay for Identifying the Cell-Membrane Permeable IMPase Inhibitors: Potentiation with Lithium. CHO-M1 cells, IP1 TR-FRET (IP-One), carbachol + lithium. Potency, µM (titrated, usually from 59.4 µM), without a hit: at the highest dose activity, negative = IMPase inhibition, most hits filed as inhibitors. 0.35% of 210,000 active;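 further: IP1 builds up when IMPase is blocked and the TR-FRET signal falls; plate controls were basal vehicle for no effect and high inhibitor control for full effect; nearly all actives have a fitted effect of over 50% in size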
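CHO cells stably expressing M1 receptor (2000/well, cultured 16–30 h) treated 30 min at 37C with compound plus low lithium. Cytosolic IP1 by TR-FRET (665/620 ratio and 620 channel) after 10 min lysis; AC50 by Hill fit.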
HTT cytoprotect – qHTS Multiplex Assay to Identify Dual Action Probes in a Cell Model of Huntington: Cytoprotection (ATP); PC12 HTT-Q103 induced, cytoprotection, ATP luminescence, 40 h; Potency, µM (top dose mostly 56.4 µM), for the others: cytoprotection (ATP increase), most hits filed as activators; 0.14% of 230,000 active;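 further: % of control where 0% means no effect; nearly all actives have a fitted effect of over 45% in size; toxic huntingtin expression switched on by the ecdysone agonist tebufenozide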
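Stable PC12 Q103-GFP cells in serum-supplemented, phenol red-free DMEM; induction by tebufenozide at 100 nM final; compound dose series; cell viability quantified luminescently from ATP.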
Active calls of the source: *; ? = inconclusive; . = not tested or not shown; & = joins results of further samples; ! = not confirmed by another sample; [ ] = dose if it differs, or a comment. Unless noted, the call rests on the fitted dose curve; in most records, active means well fitted curve in the direction sought with a large enough effect; inconclusive means small, poorly fitted or top-dose-only effect, or another doubt; inactive means no such curve, though single readings can be large; an effect the other way counts as inactive or inconclusive. Potency means the concentration at half of the fitted maximal effect. Not all compounds are listed. The share of hits here may be higher or lower than overall.

SMILES	aGlu spleen mod	GAA glycogen	HttQ103 aggreg	RGS12 GoLoco inh	GAA inhib	IMPase Li cell	HTT cytoprotect
O=C(NCC(c1cccnc1)N1CCOCC1)NC1CCCCC1 (configuration not stated)	-1%	9%	-7%	-1%	1%	-3%	0%
N#Cc1ccsc1NC(=O)COC(=O)CCCSc1nc2ccccc2s1	6%	-19%	-3%	42%[activator]	-4%	-1%[38.3 µM]	-14%
CCOCCOC(=O)C1=C(C)Nc2ccc(C)cc2S1	-17%	-9%	5%	38%[activator]	-3%	20%[38.3 µM]	25%[1.9 µM]
COC(C[C@@H]1O[C@H]1[C@H](O)COCc1ccccc1)OC	-2%	5%	42%[9.22 µM]	6%	.	.	16%[10 µM]
Cc1nn(-c2ccccn2)c(C)c1Oc1ccccc1O	3%	-7%	8%	2%	-1%	15%[38.3 µM]	-9%
CCOc1ccc(C2C(C#N)=C(N)SC(N)=C2C#N)cc1OC	-8%	-19%	26%	183%[activator]	1%	?	3%
O=[N+]([O-])c1cc(C(F)(F)F)ccc1N/N=C/c1cc2ccccc2nc1Cl	0%	-1%	6%	11%	0%	-3%[38.3 µM]	-20%
S=C(NCCN1CCCCC1)Nc1ccccc1	-1%	9%	11%[9.22 µM]	19%	?	8%	22%[10 µM]
NNc1nc(-c2ccccc2)cc(-c2ccccc2)n1	-3%	-16%	.	30%	4%	2%	.
Cn1cnc([N+](=O)[O-])c1SCCO	1%	0%	7%[9.22 µM]	-3%	.	.	5%[10 µM]
Cc1cc(OC(=O)c2ccccc2Cl)cc(=O)n1C	-1%	1%	4%	3%	-5%	-10%[38.3 µM]	-14%
O=C(c1ccc(Cl)c(F)c1F)N1CCCC1	-7%	5%	-4%	11%	2%	8%[38.3 µM]	-9%
COc1ccccc1NC(=O)COc1ccc(C(=O)OCC(=O)NC(C)(C)C)cc1OC	-2%	11%	-4%	12%	2%	9%	15%
CCCCN=C1N/C(=C\c2ccco2)C(=O)N1c1ccccc1	-12%	3%	21%	11%	-7%	-5%[38.3 µM]	-9%
COc1ccccc1CNC(=O)CCCN1C(=O)COc2ccc(C)cc21	-5%	-7%	2%	-7%	1%	12%[38.3 µM]	-13%
COCCNC(=O)C(c1cccs1)N(C(=O)Cn1nnc2ccccc21)c1ccc(OC)cc1 (configuration not stated)	10%	-6%	-5%	-9%	2%	22%	-23%[1.9 µM]
COc1ccc(C(O)P(=O)(OCc2ccccc2)c2ccc(N(C)C)cc2)cc1 (configuration not stated)	4%	-4%	7%[9.22 µM]	1%	.	.	2%[10 µM]
CCc1cc2cc(C)c(C)cc2nc1SCC(=O)NNC(=O)c1ccco1	-13%	13%	2%	13%	8%	?	-38%
CCn1c(CN2CCN(c3cccc(C)c3C)CC2)n[nH]c1=S	-5%	-7%	-6%	-2%	?	9%	38%[10 µM]
Cc1c(N2C(=O)/C(=C\c3ccc(N(C)C)cc3)N(C)C2=S)c(=O)n(-c2ccccc2)n1C	-15%	15%	9%	165%[activator]	-8%	9%	0%[10 µM]

Whole records, quoted from the list. Screens in order: aGlu spleen mod	GAA glycogen	HttQ103 aggreg	RGS12 GoLoco inh	GAA inhib	IMPase Li cell	HTT cytoprotect
CCOc1ccc(C2C(C#N)=C(N)SC(N)=C2C#N)cc1OC across the screens: -8%	-19%	26%	183%[activator]	1%	?	3%
COc1ccccc1NC(=O)COc1ccc(C(=O)OCC(=O)NC(C)(C)C)cc1OC across the screens: -2%	11%	-4%	12%	2%	9%	15%

Next compounds:
SMILES	aGlu spleen mod	GAA glycogen	HttQ103 aggreg	RGS12 GoLoco inh	GAA inhib	IMPase Li cell	HTT cytoprotect
Cc1cccc(N(CC(=O)NC2CCCCC2)C(=O)CCC(=O)Nc2ccccn2)c1	0%	2%	-4%	4%	4%	17%[38.3 µM]	4%
O=C(CCNS(=O)(=O)c1cccs1)Nc1nccs1	-10%	7%	-13%	3%	-1%	-5%[38.3 µM]	-17%
CNCc1ccccc1Sc1ccc(OC)cc1	-4%	17%	1%	13%	1%	2%[38.3 µM]	3%
CC1(C)Cc2ccccc2-c2nnc(SCc3ccc(C#N)cc3)n21	1%	-10%	8%	3%	-6%	8%[38.3 µM]	1%
COc1ccccc1-c1nc(C#N)c(N2CCC(Cc3ccccc3)CC2)o1	-3%	2%	-22%	-12%	?	31%[38.3 µM]	-31%[10 µM]
CC(=O)N(CCC1(C(C)C)CCOC(C)(C)C1)Cc1ccco1 (configuration not stated)	-26%	-1%	19%	4%	10%	-6%[38.3 µM]	5%
COc1cc(NC(=S)NCc2ccc(S(N)(=O)=O)cc2)c(OC)cc1Cl	-3%	-14%	-22%	3%	3%	-6%	7%[10 µM]
CSCc1c(C(=O)NC2CCCc3ccccc32)oc2ccccc12 (configuration not stated)	3%	-9%	-5%	7%	-5%	17%[38.3 µM]	0%
Nc1nc(SCC(=O)NCc2ccco2)[nH]c(=O)c1-c1ccccc1	-11%	2%	16%	-1%	4%	23%[38.3 µM]	-15%[0.074 µM]
COc1cccc(S(=O)(=O)NCc2ccc(C(=O)NCC3CCCO3)cc2)c1 (configuration not stated)	-1%	8%	4%	2%	-10%	-8%[38.3 µM]	17%[10 µM]
CCC(C)NS(=O)(=O)c1ccc(NC(=O)C2CCCO2)cc1 (configuration not stated)	-21%	-9%	-5%[9.22 µM]	16%	7%	7%	3%[10 µM]
CC1CCC(N2CCN(c3ncccn3)CC2)C1 (configuration not stated)	5%	8%	15%	-2%	-3%	45%[activator][38.3 µM]	18%
COc1ncc2nc(-c3ccc(Cl)cc3)c(=O)n(Cc3cccs3)c2n1	7%	.	.	-3%	.	-4%	2%
Cc1ccc(S(=O)(=O)N2CCN(C(=O)N(C)C)CC2)cc1	-4%	-10%	-1%[9.22 µM]	9%	0%	0%	4%[10 µM]
Cn1nnnc1SCc1nc2scc(-c3ccc(Cl)cc3)c2c(=O)[nH]1	1%	-4%	-10%[9.22 µM]	21%	.	.	-2%[10 µM]
CCN(CC)S(=O)(=O)c1cc(C)ccc1SC	3%	2%	7%	-7%	-2%	7%	.
COc1cc(C)ccc1OCCCOc1c(Cl)cccc1Cl	3%	4%	5%	4%	8%	21%	-27%[10 µM]
Cc1ccc(NC(=O)CC2NCCNC2=O)cc1 (configuration not stated)	-7%	1%	-6%	7%	-6%	8%[38.3 µM]	-3%[0.074 µM]
O=C(O)c1cc2cc(Cc3cccnc3)ccc2o1	-7%&3%	.	0%	28µM*!	.	5%&-1%	-30%[inhibitor]
CCn1nc(C)cc1Nc1ccccc1	-5%	14µM*	0%	2%	-11%	35%[activator][38.3 µM]	3%
COc1ccc(Cc2nnc(NS(C)(=O)=O)s2)cc1	0%	2%	12%	-5%	-7%	21%[38.3 µM]	4%
CN(C)c1ccc(NC(=O)c2cnsn2)cc1	-3%	27%	9%[9.22 µM]	7%	-7%	31%[activator]	-50%[inhibitor][10 µM]
Cc1cc(NC(=O)CN2CCOCC2)n(-c2nc3ccccc3s2)n1	5%	-5%	4%	10%	-5%	-6%[38.3 µM]	-80%[inhibitor]
O=c1onc(-c2cccs2)n1Cc1ccccc1	-17%	2%	-3%	10%	-1%	-14%[38.3 µM]	15%
Cc1cc(C(F)F)n2ncc(C(=O)N3CCCCC3)c2n1	5%	4%	14%	-3%	1%	-2%	-3%[10 µM]
CN(Cc1cnn(C)c1)C(=O)c1cc(COc2c(F)cccc2F)on1	2%	12%	0%[9.22 µM]	-2%	-8%	1%	4%[10 µM]
COc1ccc(-n2ccnc2)cc1	-2%	8%	-5%	-5%	8%	4%	18%[10 µM]
CCOCCCNC(=O)C(NC(=O)C1CCC(=O)N1)c1ccc(C)cc1 (configuration not stated)	12%	-1%	5%	.	-5%	.	-13%
On1nnc2ccc3ccccc3c21	1%	-6%	5%	3%	-8%	-5%	.
O=C(CN1C(=O)S/C(=C\C=C\c2ccccc2)C1=O)Nc1ccccc1C(=O)O	-5%	4%	-8%[9.22 µM]	8%	.	.	-2%[10 µM]
COc1ccc(Cl)cc1C(=O)NNC(=S)NC(=O)/C=C/c1ccco1	3%	0%	?	18%	-1%	3%	-7%
Cc1nnc(NC(=O)C2CCN(c3nnnn3-c3ccccc3)CC2)s1	-3%	7%	6%	-1%	-3%	-4%[38.3 µM]	-17%[10 µM]
Cc1nc2cccc(C(=O)NCc3ccccc3)c2o1	2%	-6%	18%	4%	-5%	2%[38.3 µM]	-22%
c1ccc(-c2ccc3c(c2)NC(C2Nc4cc(-c5ccccc5)ccc4O2)O3)cc1 (configuration not stated)	5%	?	-8%[9.22 µM]	3%	-10%	.	-6%[10 µM]
O=C(Cn1c(=O)oc2cc(S(=O)(=O)N3CCCC3)ccc21)N1CCN(c2ccccn2)CC1	-3%	-1%	9%	0%	-7%	4%[38.3 µM]	12%
O=C(Cc1cccs1)Nc1nc2ccccc2s1	-2%	-9%	-7%	6%	-1%	-7%[38.3 µM]	1%[10 µM]
Cc1c(-n2c(SC(C)C(=O)NC(N)=O)nc3ccccc3c2=O)c(=O)n(-c2ccccc2)n1C (configuration not stated)	3%	0%	15%	6%	9%	3%	-11%
CSCCC1NC(=O)N(CC(=O)Nc2c(C(C)C)cccc2C(C)C)C1=O (configuration not stated)	-3%	-3%	10%	4%	1%	2%	14%
Cc1nc(N2CCN(Cc3ccc4c(c3)OCO4)CC2)c2cc(-c3ccccc3)sc2n1	1%	-5%	-20%	1%	1%	3%	-15%[10 µM]
CC1Cc2ccccc2N1C(=O)CCn1c(=O)sc2ccccc21 (configuration not stated)	6%	5%	6%[9.22 µM]	2%	.	.	-4%[10 µM]
CCC(=O)Nc1cccc(NC(=S)NC(=O)c2ccccc2Cl)c1	3%	-6%	-13%	1%	10%	8%[38.3 µM]	-30%

Four compounds from above, sorted by their value in HttQ103 aggreg, largest number first:
SMILES	HttQ103 aggreg
CC(=O)N(CCC1(C(C)C)CCOC(C)(C)C1)Cc1ccco1 (configuration not stated)	19%
COc1ccccc1CNC(=O)CCCN1C(=O)COc2ccc(C)cc21	2%
COc1ccccc1NC(=O)COc1ccc(C(=O)OCC(=O)NC(C)(C)C)cc1OC	-4%
COCCNC(=O)C(c1cccs1)N(C(=O)Cn1nnc2ccccc21)c1ccc(OC)cc1 (configuration not stated)	-5%
